# MOR-DOR ag = agonists of human mu-delta opioid receptor heterodimerization; actives 0.3% (n = 340,000); cells, OPRM1-OPRD1 heterodimerization, luminescence; activation, % at 9.3 µM; in the data active means activation above about 18%;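 further: 0% = vehicle-treated cells and 100% = reference agonist; values of inactives mirror those of a sister screen read the other way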
# E coli growth = reduces bacterial viability in AddAB counter-screen; E. coli V3065 growth, OD600 absorbance, 18 h; inhibition, % at 11.9 µM; actives 0.27% (n = 330,000);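 active means inhibition above the campaign's mean inhibition across all tested compounds plus 3 SD, cut at about 9.9% in these data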;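 further: uninfected addAB+ strain grown without phage in ampicillin broth; 0% = DMSO wells and 100% = ciprofloxacin 0.95 µg/ml wells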
# AddAB inh = less growth of phage-infected E. coli with AddAB; E. coli expressing H. pylori AddAB, absorbance growth; inhibition, % at 11.9 µM; actives 0.29% (n = 330,000); AID 435030; in the data active means inhibition above about 12%;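 further: 0% = vehicle wells of infected cells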
# SUMO Mot1 rescue = blocks SUMOylation pathway, rescuing yeast Mot1-301 growth | AID 2716 | growth rescue, % at 18.8 µM | actives 1% (n = 320,000) | S. cerevisiae Mot1-301 growth rescue, ATP luminescence, 38.5C; percent above DMSO median, 100 means doubled;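 active means every valid replicate shows activation above 250% relative to neutral control wells; inactive means the rest, any valid replicate at or below 250%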;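 further: OY570 slx delta 5 strain wells were the positive control but not used for scaling; some compounds called inactive have numbers as strong as hits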
# MOR-DOR inv ag = inverse agonists of human mu-delta opioid receptor heterodimerization; actives 0.21% (n = 340,000); inhibition, % at 9.3 µM; P35372+P41143; cell-based MOR-DOR heterodimer luminescence, inverse agonism; AID 504357; in the data active means inhibition above about 22%, passing the limit was not always enough;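 further: 0% = cells with DMSO and 100% = wells without cells with DMSO; values of inactives mirror those of a sister screen read the other way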
# PKA-R1A act = PKA-R1A complex activation; P00514+P68181; PKA-R1A dissociation, Cy5-IP20 fluorescence polarization; scaled: DMSO 0%, 113 µM cGMP 100%; activation, % at 11.4 µM; actives 0.083% (n = 340,000);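 active means percent activation above the mean of all tested compounds plus 3 SD, cut at about 19% in these data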;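 further: higher means more PKAc released from R1A so a rise in polarization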
# HTR5A inv ctr = inverse agonist of human HTR5A in OPRM1-OPRD1 counter-screen; P47898; HTR5A cell line, luminescence, inverse agonism; inhibition, % at 9.3 µM; actives 0.083% (n = 340,000); AID 504634; in the data active means inhibition mostly above about 23%, no sharp cut-off; inactive means mostly below about 18%;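 further: 0% = cells with DMSO and 100% = no-cell wells with DMSO; some compounds called inactive have numbers as strong as hits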
# Target sequence (P47898 whole entry, looked up): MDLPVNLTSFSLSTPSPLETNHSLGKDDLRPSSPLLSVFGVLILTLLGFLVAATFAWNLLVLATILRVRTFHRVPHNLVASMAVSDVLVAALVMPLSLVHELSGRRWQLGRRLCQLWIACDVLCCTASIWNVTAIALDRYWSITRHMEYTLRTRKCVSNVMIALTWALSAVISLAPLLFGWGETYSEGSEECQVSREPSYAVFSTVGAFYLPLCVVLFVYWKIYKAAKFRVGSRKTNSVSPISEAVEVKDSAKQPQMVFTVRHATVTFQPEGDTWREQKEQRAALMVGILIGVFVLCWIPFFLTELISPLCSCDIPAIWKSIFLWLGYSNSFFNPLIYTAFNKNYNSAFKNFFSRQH
# phage Ecoli inh = E. coli growth loss with phage present. growth absorbance. inhibition, % at 11.9 µM. actives 0.26% (n = 360,000); in the data active means inhibition above about 11%
# PKA-R2B act = PKA-R2B complex activation | P22694+P31323 | PKA-R2B holoenzyme dissociation, Cy5-IP20 fluorescence polarization; R2B truncated from residue 108, S112A mutant; 0% DMSO only, 100% 113 µM cGMP | activation, % at 11.4 µM | actives 0.079% (n = 340,000);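 active means activation above a cutoff set at the mean over all compounds plus 3 SD, cut at about 18% in these data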;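 further: higher means more holoenzyme dissociation and a rise in polarization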
# Target sequence (P31323 whole entry, looked up, other chains not shown, the tested form may be a part): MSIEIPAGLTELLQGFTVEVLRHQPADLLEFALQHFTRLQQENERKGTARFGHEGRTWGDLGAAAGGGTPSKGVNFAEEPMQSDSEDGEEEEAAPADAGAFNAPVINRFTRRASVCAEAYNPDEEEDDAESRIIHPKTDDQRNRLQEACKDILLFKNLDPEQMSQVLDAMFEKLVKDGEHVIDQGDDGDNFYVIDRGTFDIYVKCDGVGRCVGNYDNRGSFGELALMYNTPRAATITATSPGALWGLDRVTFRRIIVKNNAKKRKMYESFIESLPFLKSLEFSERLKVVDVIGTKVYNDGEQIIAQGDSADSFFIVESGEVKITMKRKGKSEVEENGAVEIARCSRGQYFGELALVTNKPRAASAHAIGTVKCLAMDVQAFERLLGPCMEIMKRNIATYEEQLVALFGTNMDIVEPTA
# PfHsp90 yeast 2 = reduces growth (ATP signal) of yeast expressing P. falciparum Hsp90. AID 504621. actives 0.32% (n = 310,000). S. cerevisiae expressing PfHsp90, BacTiter-Glo ATP, 48 h; yeast lacking PDR1 and PDR3 efflux regulators. inhibition, % at 9.4 µM;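 active means every replicate shows inhibition above about 80%, whatever the replicate mean, limit read from the data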;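 further: 0% = DMSO neutral controls and 100% = 20 µM radicicol positive controls; yeast relying on Plasmodium falciparum Hsp90 in place of its own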
# Tat export inh = E. coli Tat transport inhibition; E. coli MC4100 TorA-mCherry Tat export, fluorescence; inhibition, % at 10 µM; actives 0.036% (n = 340,000); AID 488895;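 active means mean replicate inhibition at least 50% and at least half of replicates individually reaching 50%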;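 further: exported cargo escapes ClpAP degradation while cytoplasmic cargo is degraded and loses fluorescence; 0% = median of neutral control wells and 100% = median of NaSCN control wells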
# The depositor's hits bear a star; . = not tested or not shown.
# Key to letters – A = MOR-DOR ag; B = E coli growth; C = AddAB inh; D = SUMO Mot1 rescue; E = MOR-DOR inv ag; F = PKA-R1A act; G = HTR5A inv ctr; H = phage Ecoli inh; I = PKA-R2B act; J = PfHsp90 yeast 2; K = Tat export inh
SMILES: Cc1cccn2c(=O)c3cc(C#N)c(=O)n(Cc4cccnc4)c3nc12
  A: -4.9	B: .	C: .	D: .	E: 25	F: -15	G: 2	H: 0.6	I: 0	J: 8	K: -5

SMILES: O=C(NNS(=O)(=O)c1ccccc1[N+](=O)[O-])c1cccc(Br)c1
  A: -0.9	B: 0.6	C: 0.6	D: -29	E: 5	F: 4	G: 12	H: 3.0	I: 2	J: 21	K: 0

SMILES: COc1cc(NC(=O)COC(=O)C=C(C)C)c(C)cc1[N+](=O)[O-]
  A: -0.8	B: 0.4	C: 2.0	D: .	E: 4	F: 8	G: -7	H: 3.4	I: -5	J: .	K: -2

SMILES: COc1ccc(C(=O)Nc2nnc(CCS(=O)(=O)c3ccc(C)cc3)s2)cc1
  A: -1.0	B: -0.3	C: -1.6	D: -2	E: 5	F: -10	G: -14	H: 2.3	I: -4	J: 15	K: 5

SMILES: CCCn1c(N)c(C(=O)CN(C)CC(=O)Nc2cc(C)ccc2C)c(=O)[nH]c1=O
  A: -0.1	B: .	C: .	D: .	E: 1	F: -5	G: -31	H: 1.5	I: -6	J: -12	K: 0

SMILES: Cc1cc(C(=O)NC(C)C2CCCO2)c(C)o1 (stereo unspecified)
  A: -1.5	B: 0.7	C: 1.5	D: -4	E: 8	F: -9	G: -1	H: 0.6	I: -14	J: -1	K: -2

SMILES: NS(=O)(=O)c1ccc2c(c1)oc(=O)c1cc(S(N)(=O)=O)ccc12
  A: -1.4	B: 1.7	C: -0.2	D: -9	E: 7	F: 0	G: -9	H: 0.8	I: -2	J: -18	K: 0

SMILES: OCCN(CCO)CC(O)COc1ccc(C23CC4CC(CC(C4)C2)C3)cc1 (stereo unspecified)
  A: 0.0	B: -1.2	C: 2.9	D: -23	E: 0	F: -6	G: 13	H: 4.2	I: -9	J: 5	K: 4

SMILES: CCOC(=O)C1CCN(C(=O)CCc2c(C)nc3cc(-c4ccc(OC)cc4OC)nn3c2C)CC1
  A: -1.2	B: 1.5	C: -0.9	D: 5	E: 6	F: -15	G: 11	H: 1.7	I: 1	J: -4	K: -10

SMILES: COc1ccccc1CN(C(=O)CCl)C(C(=O)NC1CCCCC1)c1ccncc1 (stereo unspecified)
  A: -0.5	B: -2.6	C: 2.1	D: -25	E: 2	F: -2	G: -16	H: .	I: 1	J: 4	K: 4

SMILES: COc1ccc(CCNC(=O)C2CCN(S(=O)(=O)N3CCOCC3)CC2)cc1OC
  A: -0.3	B: 0.4	C: -0.8	D: -6	E: 2	F: 2	G: 15	H: -0.2	I: 3	J: 12	K: 5

SMILES: CC(=O)N1CCOCCOCCN(C(C)=O)CCOCC1
  A: -2.4	B: 1.2	C: -1.2	D: 24	E: 13	F: -14	G: 0	H: 5.8	I: -14	J: 5	K: -5

SMILES: Cc1cc(C(=O)OCC(=O)N(CC(C)C)c2c(N)n(Cc3ccccc3)c(=O)[nH]c2=O)c2ccccc2n1
  A: -1.2	B: -4.5	C: -2.9	D: -13	E: 8	F: -1	G: -15	H: 1.6	I: -11	J: .	K: -1

SMILES: O=C(NCc1ccc(N2CCCC2=O)cc1)c1cn(Cc2ccccc2)nn1
  A: -2.3	B: -0.6	C: 1.2	D: -11	E: 14	F: -6	G: -8	H: 0.9	I: -4	J: -6	K: 5

SMILES: Cc1ccnc(NS(=O)(=O)c2ccc(NC(=O)c3cc(-c4ccccc4)nc4ccccc34)cc2)n1
  A: -1.6	B: 3.0	C: 2.5	D: 121	E: 10	F: -2	G: 13	H: 2.9	I: -12	J: 16	K: 8

SMILES: C=CCN1C(=O)c2ccc(C(=O)N3CCN(S(=O)(=O)c4cc(C)ccc4C)CC3)cc2C1=O
  A: 2.8	B: -0.3	C: -0.8	D: .	E: -19	F: -5	G: 2	H: 5.6	I: -13	J: 10	K: -10

SMILES: COc1c(-c2ccccc2)oc2c(ccc3occc32)c1=O
  A: 0.4	B: -2.5	C: 1.0	D: 1	E: -2	F: -11	G: -6	H: -1.2	I: -10	J: -4	K: -1

SMILES: O=C(c1cc(N2C(=O)C3C4CCC(C4)C3C2=O)ccc1Cl)N1CCCCCC1 (stereo unspecified)
  A: -3.6	B: 0.9	C: 4.3	D: 361*	E: 17	F: -5	G: 18	H: -0.5	I: 10	J: .	K: 0

SMILES: CCOc1ccccc1NC(=S)Nn1cnnc1
  A: -1.0	B: -1.4	C: 1.5	D: -31	E: 7	F: -6	G: 20	H: 3.6	I: -3	J: 1	K: -7

SMILES: CCOc1ccc(NS(=O)(=O)c2ccc(C(=O)N(C)CC(=O)Nc3ccc(OC)cc3)cc2)cc1
  A: -0.2	B: 1.5	C: 0.7	D: -3	E: 1	F: -8	G: 0	H: 0.8	I: -2	J: .	K: 4

SMILES: Cc1cc(C=O)c(C)n1-c1ccc(NC2CCCCC2)c([N+](=O)[O-])c1
  A: 6.4	B: 0.4	C: 1.3	D: 254	E: -36	F: -8	G: -2	H: -0.9	I: 6	J: -69	K: 6

SMILES: COc1ccc2c(=O)c(C(=O)NCCc3ccccc3)c[nH]c2c1
  A: 1.6	B: 0.1	C: 2.0	D: -15	E: -8	F: -10	G: -18	H: 1.5	I: 1	J: 4	K: -10

SMILES: NS(=O)(=O)c1cccc(NC(=O)CN2CCC(Cc3ccccc3)CC2)c1
  A: -0.8	B: 3.7	C: 0.9	D: -8	E: 4	F: -22	G: -4	H: 1.6	I: -12	J: -6	K: 6

SMILES: Cc1cc(C)c2nc(SCC(=O)NCC3CCCO3)c(C#N)cc2c1 (stereo unspecified)
  A: -2.0	B: 0.4	C: 0.5	D: 0	E: 11	F: -6	G: 1	H: 5.1	I: 7	J: -3	K: 8

SMILES: O=C(CNC(=O)c1n[nH]c2ccccc12)Nc1cc(Cl)ccc1Cl
  A: 1.5	B: -1.7	C: -0.3	D: -20	E: -6	F: 7	G: -19	H: 3.1	I: 3	J: -4	K: -1

# Results in MOR-DOR ag, E coli growth and AddAB inh, for some of the entries so far:
molecule	MOR-DOR ag	E coli growth	AddAB inh
C=CCN1C(=O)c2ccc(C(=O)N3CCN(S(=O)(=O)c4cc(C)ccc4C)CC3)cc2C1=O	2.8	-0.3	-0.8
COc1c(-c2ccccc2)oc2c(ccc3occc32)c1=O	0.4	-2.5	1.0
O=C(c1cc(N2C(=O)C3C4CCC(C4)C3C2=O)ccc1Cl)N1CCCCCC1 (stereo unspecified)	-3.6	0.9	4.3

# (next part)
# Every second line gives: MOR-DOR ag, E coli growth, AddAB inh, SUMO Mot1 rescue, MOR-DOR inv ag, PKA-R1A act, HTR5A inv ctr, phage Ecoli inh, PKA-R2B act, PfHsp90 yeast 2, Tat export inh
COc1ccc2cc(/C=N/NC(=O)CSCc3ccc([N+](=O)[O-])cc3)c(Cl)nc2c1
    2.2, -2.3, 0.5, 3, -13, 8, 0, -0.3, -7, 19, -12
O=[N+]([O-])c1cc(C(F)(F)F)ccc1N1CCN(CCO)CC1
    -1.7, 0.6, -2.6, -8, 9, -16, 1, -0.8, -13, -13, 2
COCCNC(=O)c1cc(-c2ccccc2)nn1Cc1cc(C)no1
    -1.0, 0.0, 1.1, -2, 6, -4, -19, 1.8, -2, -35, 4
CN1CCCN(Cc2cccc3ccccc23)CC1
    -0.3, 1.2, 2.5, 1, 1, -8, -11, 0.4, 0, 15, -4
O=S(=O)(NCc1ccccn1)c1ccc(Br)s1
    -2.8, 1.2, -0.2, 7, 14, -5, 14, 2.5, -5, 12, 8
O=C(O)c1cc(NC(=O)c2ccc3c(c2)C(=O)N(Cc2ccccc2)C3=O)cc(C(=O)O)c1
    -2.3, -1.5, 3.0, 79, 12, -1, -10, -0.9, -5, -6, -3
O=C(CN1N=C(c2ccccc2)CCC1=O)NCc1ccccc1
    -3.1, 2.3, 3.2, ., 14, 0, 8, 3.8, -16, 4, 4
CCn1c(=O)[nH]c2cc(C(=O)Nc3cc(C)cc(C)c3)ccc2c1=O
    7.3, 1.6, 5.0, -4, -39, -11, 3, 3.2, -1, 9, -4
CN(C)CCn1ccc(O)c(Cc2ccc(Cl)cc2)c1=O
    -2.5, 0.0, -1.2, -9, 12, -2, -3, 2.4, -2, 13, 0
COC(=O)c1ccc(C2C(C#N)=C(N)Oc3cc(N)ccc32)cc1 (stereo unspecified)
    -0.4, 2.2, 6.0, -12, 2, 0, -4, 1.5, -2, -19, -4
CCc1c(O)nc2sc3ccccc3n2c1=O
    -2.8, 1.5, 2.2, -18, 11, 1, -2, 3.6, -4, 9, 1
O=S(=O)(Nc1ccccc1)N1CCCCC1
    -3.7, ., ., ., 19, -1, 9, 2.5, -4, 6, -3
CC(=O)N(c1ccc(Br)cc1)C1C=CS(=O)(=O)C1 (stereo unspecified)
    -0.6, -2.1, 2.8, 25, 3, -13, -3, 2.7, 6, 3, -2
O=C1c2ccccc2C(=O)N1CC(O)Cn1nnc2ccccc21 (stereo unspecified)
    -1.4, -2.2, 0.2, -18, 7, 4, -33, 3.1, -1, -2, 11
CCOC(=O)C1CCN(C(=O)Nc2c(-c3ccccc3)noc2C)CC1
    -2.9, 0.4, 1.1, 291, 15, 10, 1, 2.1, -6, 12, 2
O=C1c2ccccc2C(Nc2ccc(S(=O)(=O)N3CCCCC3)cc2)N1Cc1ccco1 (stereo unspecified)
    -1.7, 0.3, 0.3, -2, 9, 1, -5, 3.6, 9, 45, 2
COc1ccc(C(=O)O/N=C(/C)c2cccs2)cc1
    -2.4, 0.0, 1.5, -77, 12, -5, 17, 1.0, -12, 73, 4
O=c1cc(O)n(-c2ccccc2F)c(=S)[nH]1
    0.3, -3.0, 1.0, -3, -2, -6, 4, 0.9, 1, 14, 11

# SUMO Mot1 rescue, entries above that show a hit.
Compound,MOR-DOR ag,AddAB inh,SUMO Mot1 rescue,MOR-DOR inv ag,PKA-R1A act,phage Ecoli inh,PKA-R2B act,PfHsp90 yeast 2,Tat export inh
O=C(c1cc(N2C(=O)C3C4CCC(C4)C3C2=O)ccc1Cl)N1CCCCCC1 (stereo unspecified),-3.6,4.3,361*,17,-5,-0.5,10,.,0

# Some of these compounds in order of the AddAB inh value, falling.
smiles,MOR-DOR ag,AddAB inh,SUMO Mot1 rescue,MOR-DOR inv ag,PKA-R1A act,phage Ecoli inh,PKA-R2B act,PfHsp90 yeast 2,Tat export inh
O=C(O)c1cc(NC(=O)c2ccc3c(c2)C(=O)N(Cc2ccccc2)C3=O)cc(C(=O)O)c1,-2.3,3.0,79,12,-1,-0.9,-5,-6,-3
O=c1cc(O)n(-c2ccccc2F)c(=S)[nH]1,0.3,1.0,-3,-2,-6,0.9,1,14,11
O=[N+]([O-])c1cc(C(F)(F)F)ccc1N1CCN(CCO)CC1,-1.7,-2.6,-8,9,-16,-0.8,-13,-13,2

# Source: PubChem BioAssay
